CHOP UPR activ – activators of apoptotic CHOP UPR arm, primary screen, cell-based, CHO-CHOP luciferase reporter, luminescence, uHTS; actives 0.34% (n = 330,000); UPR activation; percent of tunicamycin response over DMSO baseline; activation, % at 10 µM; AID 449763, 2010;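 active = at 10 µM dose, activation of 40% or more, normalized to positive control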;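 note: 100% = tunicamycin at 10 µg/mL and 0% = DMSO alone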
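assay system = CHO CHOP reporter cells | amount = 500 CHO-CHOP cells per well | buffer or medium = F12 with 10% FBS | incubation = 16-18 h cell attachment, then 6 h compound exposure, 37 °C | detection = luminescence read with Steady-Glo | read-out = percent activation relative to tunicamycin control | controls = tunicamycin high control, DMSO low control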
697 NFkB inh – inhibitors of PMA/ionomycin-induced NF-kB reporter, 697 cells, primary screen, B-cell NF-kB inhibitor project, cell-based, luminescence, uHTS; actives 0.33% (n = 330,000); 697 B-cell NF-kB luciferase reporter, 16 h; inhibition, % at 4 µM; AID 435022, 2010; in the data active = inhibition above about 35%
tim23-1 inh – growth inhibitors of tim23-1 mutant yeast, primary screen, luminescence, uHTS | S. cerevisiae tim23-1 growth, BacTiter-Glo luminescence, 24 h | actives 1.3% (n = 330,000) | inhibition, % at 20 µM;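 active = growth inhibition of the mutant yeast at or above 50%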;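 note: temperature-sensitive mutant grown at 25 °C; plate controls were DMSO-treated mutant yeast for no effect and medium wells lacking yeast for full effect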
TIM10 inh – growth inhibitors of isogenic TIM10 control yeast, primary screen, counter-screen for tim10-1 yeast inhibitor project, luminescence, uHTS; inhibition, % at 10 µM; actives 1.4% (n = 330,000); S. cerevisiae TIM10 strain growth, BacTiter-Glo luminescence, 24 h;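 active = inhibition of 40% or more at the single tested concentration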;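 note: wild-type TIM10 isogenic control strain grown at permissive 25 °C; 0% = DMSO yeast wells and 100% = minimal medium wells without yeast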
Jurkat NFkB inh – inhibitors of induced NF-kB luciferase reporter, primary screen, TCR NF-kB activation inhibitor project, cell-based, luminescence, uHTS; AID 435003, 2010; Jurkat, PMA/ionomycin-induced NF-kB luciferase reporter; inhibition, % at 4 µM; actives 0.53% (n = 330,000); in the data active = inhibition above about 50%
Mdm2 MdmX PPI – inhibitors of human Mdm2-MdmX association, primary screen, cell-based, luminescence, split luciferase, SaOS-2, uHTS; inhibition, % at 8 µM; Protein Mdm4 (Homo sapiens) + E3 ubiquitin-protein ligase Mdm2 (Homo sapiens), …; actives 3% (n = 330,000); SaOS-2 split-luciferase Mdm2/MdmX complementation;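 active = inhibition of at least 50% at 8 µM in the primary screen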
Target sequence (O15151 whole entry, looked up): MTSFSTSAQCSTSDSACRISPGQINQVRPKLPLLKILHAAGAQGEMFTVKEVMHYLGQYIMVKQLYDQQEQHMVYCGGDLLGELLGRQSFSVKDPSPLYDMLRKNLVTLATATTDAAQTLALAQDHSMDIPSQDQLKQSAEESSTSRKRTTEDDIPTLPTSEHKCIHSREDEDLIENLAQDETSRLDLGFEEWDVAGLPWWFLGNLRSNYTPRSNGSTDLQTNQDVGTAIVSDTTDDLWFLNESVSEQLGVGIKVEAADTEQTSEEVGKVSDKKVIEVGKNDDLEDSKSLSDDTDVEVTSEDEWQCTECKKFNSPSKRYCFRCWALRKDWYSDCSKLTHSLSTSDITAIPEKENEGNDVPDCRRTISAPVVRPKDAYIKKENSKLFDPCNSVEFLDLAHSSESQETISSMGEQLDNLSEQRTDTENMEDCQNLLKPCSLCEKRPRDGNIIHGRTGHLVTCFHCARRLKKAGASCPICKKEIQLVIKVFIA
Target sequence (Q00987 whole entry, looked up): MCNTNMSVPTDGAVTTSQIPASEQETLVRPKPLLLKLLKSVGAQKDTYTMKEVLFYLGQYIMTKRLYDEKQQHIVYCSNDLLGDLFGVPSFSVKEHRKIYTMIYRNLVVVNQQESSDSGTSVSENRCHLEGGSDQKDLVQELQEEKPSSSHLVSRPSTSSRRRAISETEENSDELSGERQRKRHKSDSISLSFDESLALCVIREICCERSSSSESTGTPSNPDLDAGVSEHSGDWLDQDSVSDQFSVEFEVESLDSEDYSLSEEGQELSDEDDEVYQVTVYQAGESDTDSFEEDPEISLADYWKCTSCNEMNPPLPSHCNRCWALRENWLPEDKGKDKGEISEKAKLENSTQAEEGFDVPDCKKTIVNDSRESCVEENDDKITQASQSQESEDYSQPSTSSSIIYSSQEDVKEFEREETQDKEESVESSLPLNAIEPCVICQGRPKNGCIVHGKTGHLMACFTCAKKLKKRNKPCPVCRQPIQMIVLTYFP
tim10-1 inh – growth inhibitors of tim10-1 mutant yeast, primary screen, luminescence, uHTS; S. cerevisiae tim10-1 ts strain growth, BacTiter-Glo, 24 h; AID 463190, 2010; inhibition, % at 20 µM; actives 2.2% (n = 330,000);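 active = inhibition of at least 40%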;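 note: mutant grown at 25 °C; 0% = DMSO wells with yeast and 100% = wells holding no yeast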
UPR XBP1 act – activators of adaptive XBP1 UPR arm, primary screen, cell-based, CHO-XBP1 luciferase reporter, luminescence, uHTS | IRE1-XBP1 UPR activation; percent of tunicamycin response, DMSO as zero | actives 0.33% (n = 330,000) | activation, % at 20 µM | AID 463104, 2010;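 active = versus positive control, 20 µM dose yields 30% or more activation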;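 note: 100% = tunicamycin at 10 µg/mL and 0% = DMSO only wells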
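Test system: CHO-XBP1 luciferase reporter cells | Buffer or medium: Serum-containing F12 medium, 10% FBS | Schedule: 6 h compound exposure at 37 °C, 5% CO2 | Detection: Steady-Glo luciferase glow luminescence, 10 min after reagent addition | Read-out basis: Activation, % of tunicamycin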
* = called active by the depositor.

SMILES	CHOP UPR activ	697 NFkB inh	tim23-1 inh	TIM10 inh	Jurkat NFkB inh	Mdm2 MdmX PPI	tim10-1 inh	UPR XBP1 act
O=C(/C=C/c1ccc([N+](=O)[O-])cc1)NCCc1ccccc1	1.8	-9	5	-14	-9	13	2	0
COc1cc(N/C(N)=N/c2nc(C)cc(C)n2)c(OC)cc1Cl	-1.1	-12	-1	1	22	43	9	-1
Cc1cc(C)c(NC(=O)CN(c2ccccc2)S(=O)(=O)N(C)C)c(C)c1	-0.1	4	17	23	-2	-11	24	1
CCN(CC)c1ccc(NC(=O)COC(=O)CCC(=O)c2ccc(F)cc2)cc1	0.2	4	17	-18	0	-7	23	1
O=C(O)c1ccccc1-c1ccccc1C(=O)Nc1cccc(Br)c1	0.2	1	4	2	8	9	-5	1
Cc1[nH]c2ccccc2c1C(c1ccccn1)c1c(C)[nH]c2ccccc12	-0.2	-6	2	6	19	36	14	-2
COc1ccc(CCNC(=O)C2CCCN(S(C)(=O)=O)C2)cc1OC (stereo not drawn)	0.1	16	-12	1	-22	11	-1	1
COc1ccc(NC(=O)CNc2ccccc2C(C)=O)cc1S(=O)(=O)N1CCOCC1	-0.2	23	-3	8	12	-9	-11	0
Cc1cc(N2CCN(C)CC2)n2cc(-c3ccc(F)cc3)nc2n1	0.1	3	-5	-8	8	-6	5	-2
O=C(Nc1ccc(-n2nncc2-c2ccco2)cc1)c1cc2ccccc2oc1=O	5.5	5	-15	-12	-1	29	19	67*
COc1nc(N(C)C)nc(N(C#N)S(=O)(=O)c2ccc(C)cc2)n1	1.2	-11	0	-3	4	-16	-5	-2
Cc1ccc(NC2CCCN(C(=O)c3ccc(-n4ccnc4)cc3)C2)cc1C (stereo not drawn)	-2.3	-16	6	3	-15	-2	10	-2
O=C(CNC(=O)c1ccccc1F)Nc1ccc2c(c1)CCC2	5.1	-15	0	1	-30	-34	-9	2
CC(=O)N1CCN(C(=O)CCN(c2ccccc2)S(=O)(=O)c2ccc(C)cc2)CC1	1.1	13	0	-1	-1	29	-11	1
Cc1ccc(-n2nc3c(c2NC(=O)/C=C\c2ccc4c(c2)OCO4)CSC3)c(C)c1	-2.3	-14	3	-8	9	29	20	-5
CCOC(=O)CSc1nc(C(C)C)nc2sc(C)c(C)c12	1.6	-11	4	15	3	-9	20	-1
Cc1ccc(S(=O)(=O)Nc2cc(C)c(O)cc2C)cc1	1.0	-3	20	24	-6	-6	27	0
O=C(Nc1ccc(Nc2ccccc2)cc1)C1CC1	3.4	-28	39	31	-47	-3	22	2
Cc1cccc(NC(=O)/C(C#N)=C/c2ccc(F)cc2)n1	0.9	14	47	26	-12	29	32	-2
CCN(C(=O)CSc1n[nH]c(-c2cc(Cl)ccc2OC)n1)C1CCS(=O)(=O)C1 (stereo not drawn)	-0.1	9	-1	6	-4	9	5	0
CNC(=O)c1nc(C)c(C2(C)CC(c3cccc([N+](=O)[O-])c3)=NO2)s1 (stereo not drawn)	-1.7	14	1	-9	9	53*	-6	-1
Nc1ccccc1C(=O)NNc1c2ccccc2nc2ccccc12	0.4	8	-22	-2	-13	30	-17	0
O=C(Nc1ccc(Oc2ncnc3cc(Cl)ccc23)nc1)c1cccs1	1.6	-8	-19	-15	-2	78*	-14	7
CCn1c(=O)c2cc(C(=O)N3CCN(C)CC3)sc2c2ccccc21	2.3	2	3	-3	-4	9	2	4
CC(C)C(NC(=O)c1ccco1)C(=O)NCc1ccc(C(=O)O)cc1 (stereo not drawn)	1.9	-1	4	-5	-2	-3	0	-3
SMILES	CHOP UPR activ	697 NFkB inh	tim23-1 inh	TIM10 inh	Jurkat NFkB inh	Mdm2 MdmX PPI	tim10-1 inh	UPR XBP1 act
CCN(CC)S(=O)(=O)c1cc(NC(=S)NC(=O)C2CCCC2)ccc1C	2.7	-25	40	37	-5	48	28	-3
COc1ccc(O)c(CN2CCCC(N3CCN(c4ccc(F)cc4)CC3)C2)c1 (stereo not drawn)	0.8	-15	-4	-5	6	19	0	2
CC(C)CNC(=O)NC(=O)COC(=O)c1cc(F)cc(F)c1	-0.4	-12	15	-14	19	10	13	0
O=C(CN1CCCCC1)NCC1(c2ccccc2)CCCC1	1.2	6	-1	3	-5	8	15	1
Cc1ccn2c(=O)nc(SCC(=O)Nc3ccc4c(c3)OCO4)nc2c1	0.7	5	0	0	7	39	14	0
CCOc1cccc(/C(O)=C2/C(=O)C(=O)N(CCN3CCOCC3)C2c2ccncc2)c1 (stereo not drawn)	1.3	3	-3	-6	19	19	16	0
O=C(Nc1ccc(CN2CCCCC2)cc1)c1sc2ccccc2c1Cl	5.6	-21	0	-17	-40	22	-23	3
O=C(O)c1ccc2c(c1)C(=O)/C(=C\c1ccco1)C2=O	2.3	5	21	-8	0	20	5	0
CCOC(=O)c1cn2nc(Oc3ccc(C(=O)OC)cc3)ccc2n1	-1.4	10	7	-11	5	3	-12	-2
O=C(NC1CC1)c1cc2cc(Br)ccc2s1	3.3	-35	8	3	-25	4	-2	-2
CN(C)CCCN1C(=O)c2oc3ccccc3c(=O)c2C1c1cccs1 (stereo not drawn)	0.7	15	20	5	4	8	6	2
CC1(c2nnc(-c3cccc(Cl)c3)o2)CC(c2ccc(Br)cc2)=NO1 (stereo not drawn)	-0.9	24	18	-8	2	4	-4	-5
O=C1CC(c2ccccc2)=NN1c1nc(-c2ccccc2)cs1	2.4	21	29	-6	2	4	-34	3
COC(=O)[C@@]12CCCN1[C@H](c1ccc(-c3cccc(Cl)c3)c(OC)c1)[C@H]1C(=O)N(C)C(=O)[C@H]12	1.0	-8	3	-8	6	26	32	2
Cc1ccc(C(=O)NC23CC4CC(CC(C4)C2)C3)c(Cl)c1	4.9	-19	20	-17	-34	20	-12	3
COc1ccc(OC)c(NC(=O)CSc2nc(=O)n(CCN3CCOCC3)c3c2CCC3)c1	0.2	3	6	13	15	-6	8	-4
CC(=O)c1ccc(NC(=O)CSc2nc(=O)n3cccc(C)c3n2)cc1	1.6	19	19	-3	9	24	-6	-3
Cc1ccc2c(c1)NC(=O)C(CC(=O)Nc1ccc(CN3CCC(C)CC3)cc1)O2 (stereo not drawn)	-0.1	8	14	6	-7	33	10	-1
CC(=O)Nc1ccc2nc(-c3cccnc3)[nH]c2c1	-4.4	-14	5	-2	-15	16	1	1
Cc1cccc(NC(=O)CN2C(=O)N/C(=C/c3cc(C)n(-c4cccnc4)c3C)C2=O)c1	-1.4	2	16	5	11	15	-2	2
COc1cccc(C(c2nnnn2Cc2ccco2)N2CCN(c3cccc(C)c3C)CC2)c1OC (stereo not drawn)	-0.7	-13	26	30	23	42	26	1
O=C(NCCN1CCCC1)c1ccc(Cl)cc1	0.0	2	15	5	-25	9	2	-1
CC(C)(C)c1ccc(N2C(=O)CC(C/C=C/c3ccccc3)C2=O)cc1 (stereo not drawn)	-1.3	2	-10	3	4	12	-8	-4
COC(=O)[C@@]12CCCCN1[C@H](c1ccc(SC3CCCCC3)cc1)[C@H]1C(=O)N(C)C(=O)[C@H]12	-0.3	14	17	4	21	35	13	2
COc1ccc(S(=O)(=O)N2CCC(C(=O)Nc3ccccc3N3CCCC3)CC2)cc1OC	2.8	5	15	1	8	49	5	-5

Continued, overlapping the part above by five compounds.
SMILES	CHOP UPR activ	697 NFkB inh	tim23-1 inh	TIM10 inh	Jurkat NFkB inh	Mdm2 MdmX PPI	tim10-1 inh	UPR XBP1 act
COc1cccc(C(c2nnnn2Cc2ccco2)N2CCN(c3cccc(C)c3C)CC2)c1OC (stereo not drawn)	-0.7	-13	26	30	23	42	26	1
O=C(NCCN1CCCC1)c1ccc(Cl)cc1	0.0	2	15	5	-25	9	2	-1
CC(C)(C)c1ccc(N2C(=O)CC(C/C=C/c3ccccc3)C2=O)cc1 (stereo not drawn)	-1.3	2	-10	3	4	12	-8	-4
COC(=O)[C@@]12CCCCN1[C@H](c1ccc(SC3CCCCC3)cc1)[C@H]1C(=O)N(C)C(=O)[C@H]12	-0.3	14	17	4	21	35	13	2
COc1ccc(S(=O)(=O)N2CCC(C(=O)Nc3ccccc3N3CCCC3)CC2)cc1OC	2.8	5	15	1	8	49	5	-5
O=C(NCCN1CCOCC1)c1noc2c1CCc1ccccc1-2	5.1	-35	5	6	-57	-47	-1	2
CS(=O)(=O)c1ccc(Cl)c(NC(=O)CSc2n[nH]c(N)n2)c1	-2.2	-3	-12	-7	-4	0	-8	-1
COC(=O)c1sc(-c2ccc(Cl)cc2)cc1NC(=O)/C=C/C(=O)O	5.8	-14	9	1	-8	26	9	-5
CCN(CC)S(=O)(=O)c1ccc(C)c(NC(=O)COC(=O)CCC(=O)c2cccs2)c1	-0.7	-3	19	12	-1	15	19	3
CCN(CC)S(=O)(=O)c1cccc(C(=O)OCC(=O)C23CC4CC(CC(C4)C2)C3)c1	-1.5	-36	16	-5	0	-6	30	0
CCOC(=O)c1ccc(Nc2sc(C(=O)c3cccc([N+](=O)[O-])c3)c(N)c2C#N)cc1	2.8	-27	-32	-23	14	75*	-29	4
O=C(c1ccc2c(c1)N(Cc1ccccc1F)C(=O)c1ccccc1S2)N1CCOCC1	1.4	5	27	23	-3	13	6	-1
Cc1ccc(C)c(NC(=O)CSc2nnc(CCNC(=O)OC(C)(C)C)o2)c1	-2.0	13	5	-13	4	-9	17	-1
COc1ccc(-n2c(CSc3nc(C)cc(C)n3)nnc2SCC(=O)Nc2nccs2)cc1	1.4	3	3	-2	-6	20	10	0
Cc1cnc2c(c1)C(=O)c1ccccc1-2	3.8	8	1	15	-6	-5	13	-1
O=C(CCc1nc2ccccc2s1)Nc1ccccc1	-1.6	11	37	47*	17	1	12	0
O=C(O)c1ccc(/C=N/NC(=O)c2cc3ccccc3cc2O)cc1	2.8	8	0	11	-4	8	-9	-3
COC(=O)c1nn(-c2ccc(-c3ccccc3)cc2)cc1O	-2.1	-149	34	15	-84	-78	7	-10
CC(=O)c1cccc(NC(=O)CSc2nc(=O)n(CCCN3CCOCC3)c3c2CCC3)c1	-1.5	10	-12	-10	-9	1	-18	-1
O=C(Nc1ccc(NC(=O)C2CC2)nc1)c1cccnc1	-2.6	15	53*	12	7	8	-2	-2
COc1cc2c3c(c1OC)C1(C=CC(=NO)C=C1)CC3N(C(C)=O)CC2 (stereo not drawn)	10	16	7	6	1	-2	-1	0
Cc1c(C(=O)N2CCN(Cc3cccs3)CC2)oc2ccccc12	2.2	-6	31	7	-24	14	8	-3
Cc1ccc(OCC(=O)N(c2ccccn2)C2CCCCC2)c(C)c1	-0.2	-21	36	14	-8	-35	31	1
Cc1occc1C(=O)Nc1ccc2c(c1)OCCO2	0.9	-66	9	-2	-72	-62	21	-1
Cn1c(N)c(C(=O)c2ccc(Oc3ccccc3)cc2)c(=O)n(C)c1=O	0.4	0	7	4	-10	-9	9	-1
CN1C2CCC1/C(=C\c1ccc(F)cc1)C(=O)/C2=C/c1ccc(F)cc1	11	-74	42	37	23	89*	36	-1
Cc1noc(C)c1CSc1nnc(-c2ccccc2)o1	0.2	-22	-3	5	-4	-28	6	1
Brc1csc(C=Nc2ccc3c(c2)OCCOCCOCCOCCO3)c1	-0.1	-3	6	7	-5	13	16	-1
